Compound activity deposited in PubChem BioAssay by National Center for Advancing Translational Sciences (NCATS).
Tau fluor cs = counter-screen for tau fibril formation inhibitors; tau K18 P301L Alexa594 fluorescence, heparin fibrillization; Potency, µM (doses to about 57.7 µM), for inactives: top-dose activity change, negative = decrease; 0.93% of 280,000 active; AID 1463; also: % is scaled to controls: 0 for no effect and ±100 for the full control effect; nearly all actives have a fitted effect of over 55% in size
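Human tau K18 P301L (15 uM unlabeled, 0.24 uM Alexa 594-labeled) in 100 mM sodium acetate pH 7 with 20 uM heparin, 6 hr at 37 C. ThT 30 uM added, 1 hr ambient; Alexa 594 FP and total fluorescence read at 555/632 nm.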
L3MBTL1 inh = L3MBTL1 (human) inhibition; Q9Y468; AlphaScreen L3MBTL1–H3K9me1 peptide binding; Potency, µM (doses to about 57.1 µM), inactives show at the top dose activity, negative = inhibition, usual class: inhibitors; 0.66% of 230,000 active; also: % is scaled to controls: 0 for no effect and ±100 for the full control effect; nearly all actives have a fitted effect of over 60% in size
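AlphaScreen assay: L3MBTL1 (50 nM final) was preincubated 30 min at room temperature with biotinylated H3(1-15)K9me1 peptide (75 nM final), then 30 min with library compounds; streptavidin donor and nickel chelate acceptor beads (10 ug/mL final) added, 30 min dark.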
TexasRed fluor = alters Texas Red total fluorescence, flagging assay interference | TRb/SRC2 Texas Red total fluorescence interference | Potency, µM (highest dose often 106 µM), for the others: at the top dose fluorescence change, negative = quenching | 0.29% of 280,000 active | AID 1479; active = well fitted curve in either direction with a large enough effect; inconclusive = small, poorly fitted or top-dose-only effect; also: % is scaled to controls: 0 for no effect and ±100 for the full control effect
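Human TRβ ligand-binding domain (0.6 uM) and Texas Red SRC2 peptide (20 nM) in Tris buffer with 1 uM T3 and 5% DMSO were incubated with pinned compound for 5 hr at ambient temperature. Total fluorescence was computed as S + 2P (555/632 nm).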
Tau fibril ThT = blocks human tau fibril formation measured by thioflavin T; Potency, µM (top dose mostly 57.4 µM), without a hit: at the top dose activity, negative = inhibition, most hits filed as inhibitors; P10636; recombinant tau K18 P301L (four-repeat tau fragment), heparin-induced fibrillization, ThT fluorescence; 2.1% of 270,000 active; also: % is scaled to controls: 0 for no effect and ±100 for the full control effect; nearly all actives have a fitted effect of over 55% in size
Target sequence (P10636 561-689 P618L limits assumed): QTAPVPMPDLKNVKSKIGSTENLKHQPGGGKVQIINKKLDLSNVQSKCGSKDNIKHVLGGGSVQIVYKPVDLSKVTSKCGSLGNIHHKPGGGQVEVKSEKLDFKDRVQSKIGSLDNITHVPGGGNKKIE
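Heparin-induced (20 uM) aggregation of recombinant human K18 P301L tau, 15 uM unlabeled with 0.24 uM labeled, pH 7 acetate buffer, 6 hr at 37 C with compound. Fibrils quantified by 30 uM ThT fluorescence after 1 hr ambient incubation.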
Tau fibril FP = blocks human tau fibril formation measured by polarization | P10636 | K18 P301L tau heparin fibrillization, Alexa594 FP, 6 h | Potency, µM (top dose mostly 57.7 µM), for the others: top-dose activity, negative = inhibition, actives largely listed as inhibitors | 0.39% of 280,000 active | AID 1468; also: % is scaled to controls: 0 for no effect and ±100 for the full control effect; nearly all actives have a fitted effect of over 55% in size
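K18 P301L tau (15 uM unlabeled/0.24 uM Alexa 594-labeled, final) + compound + heparin 20 uM final; 100 mM NaOAc pH 7; 6 hr 37 C; ThT 30 uM final added, 1 hr RT; FP ex 555/em 632 nm.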
RECQ1 inh = inhibitors of human RECQ1 DNA helicase. P46063. RECQ1 DNA unwinding, red fluorescence kinetic read. Potency, µM (top dose mostly 57.3 µM), inactives show at the top dose activity, negative = inhibition, actives largely listed as inhibitors. 0.54% of 240,000 active. AID 2549;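 also: plate controls were vehicle for no effect and no enzyme for full effect; nearly all actives have a fitted effect of over 30% in size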
Target sequence (P46063 whole entry, looked up): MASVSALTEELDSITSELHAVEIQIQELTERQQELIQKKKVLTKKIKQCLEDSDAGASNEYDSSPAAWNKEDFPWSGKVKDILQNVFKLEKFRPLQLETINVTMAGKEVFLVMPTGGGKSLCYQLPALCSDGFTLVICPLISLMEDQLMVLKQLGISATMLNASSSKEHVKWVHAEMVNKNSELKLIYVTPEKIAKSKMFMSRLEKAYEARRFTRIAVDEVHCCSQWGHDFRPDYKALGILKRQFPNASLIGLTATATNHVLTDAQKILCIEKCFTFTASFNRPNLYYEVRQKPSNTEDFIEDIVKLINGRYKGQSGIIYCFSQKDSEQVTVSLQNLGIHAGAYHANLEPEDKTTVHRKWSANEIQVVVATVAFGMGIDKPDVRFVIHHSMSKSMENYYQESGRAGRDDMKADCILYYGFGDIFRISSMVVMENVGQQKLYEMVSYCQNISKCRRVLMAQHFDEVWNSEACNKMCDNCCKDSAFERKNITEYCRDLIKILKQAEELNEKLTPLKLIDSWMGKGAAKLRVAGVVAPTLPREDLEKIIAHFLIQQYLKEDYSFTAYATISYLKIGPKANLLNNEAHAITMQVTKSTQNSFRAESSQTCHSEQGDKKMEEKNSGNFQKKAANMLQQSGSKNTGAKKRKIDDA
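RECQ1T1 50 nM; forked duplex (20 bp + 30-nt ss tails) 200 nM, ATP 2 mM final; pH 8.0, 2 mM MgCl2, 2.5 ug/ml poly(dI-dC); 15 min compound preincubation; discontinuous kinetic read over 2 h at RT.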
HTT ATP protect = Huntington cell model cytoprotection by ATP luminescence; PC12 HTT-Q103 induced, cytoprotection, ATP luminescence, 40 h; Potency, µM (top dose mostly 56.4 µM), for the others: cytoprotection (ATP increase), actives largely listed as activators; 0.14% of 230,000 active;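 also: % of control where 0% means no effect; nearly all actives have a fitted effect of over 45% in size; toxic huntingtin expression switched on by the ecdysone agonist tebufenozide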
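Cells were plated at 1500 per well in phenol red-free DMEM with 5% equine and 5% calf serum. Tebufenozide (100 nM final) and compounds were added, then ATPlite reagent, and luminescence was read.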
TRb-SRC2 inh = TRbeta-SRC2 interaction inhibition; P10828; Potency, µM (highest dose often 106 µM), for inactives: top-dose activity change, negative = inhibition, most hits filed as inhibitors; 0.065% of 280,000 active; TRbeta-SRC2 peptide binding, fluorescence polarization; receptor liganded with 1 µM T3; AID 1469;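 also: plate controls were bound peptide for no effect and peptide without receptor for full effect; nearly all actives have a fitted effect of over 50% in size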
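Quantitative HTS by FP: 0.6 uM TRb LBD, 20 nM labeled SRC2 20-mer, 1 uM T3, 5% DMSO; 5 hr ambient incubation; % activity per concentration and potencies from concentration series.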
Starred values were filed as active, the others as inactive; [ ] = remark or other dose. Unless noted, calls follow the shape of the dose curve; as a rule, active = well fitted curve in the direction sought with a large enough effect; inconclusive = small, poorly fitted or top-dose-only effect, or another doubt; inactive = no such curve, though single readings can be large; an effect the other way counts as inactive or inconclusive. Potency is read from the fitted curve at half-maximal effect.

The opening 2 compounds, to show the layout:
How did COc1ccc2c(c1)CCC1C2CC[C@@]2(C)C(O)CCC12 (some centres not stated) do in these assays?
Tau fluor cs: -13%; TexasRed fluor: -6%; Tau fibril ThT: -18%; Tau fibril FP: 10%; RECQ1 inh: inactive; TRb-SRC2 inh: -3%

What do the screens show for `CC(NC(N)=O)C12CC3CC(CC(C3)C1)C2` (configuration not stated)?
Tau fluor cs: -1%; TexasRed fluor: -1%; Tau fibril ThT: 1%; Tau fibril FP: -9%; RECQ1 inh: inactive; HTT ATP protect: -6%; TRb-SRC2 inh: -1%

The listing, repeating the preview:
How did COc1ccc2c(c1)CCC1C2CC[C@@]2(C)C(O)CCC12 (some centres not stated) do in these assays?
Tau fluor cs: -13%; TexasRed fluor: -6%; Tau fibril ThT: -18%; Tau fibril FP: 10%; RECQ1 inh: inactive; TRb-SRC2 inh: -3%

What do the screens show for `CC(NC(N)=O)C12CC3CC(CC(C3)C1)C2` (configuration not stated)?
Tau fluor cs: -1%; TexasRed fluor: -1%; Tau fibril ThT: 1%; Tau fibril FP: -9%; RECQ1 inh: inactive; HTT ATP protect: -6%; TRb-SRC2 inh: -1%

Results for COc1cccc(-c2[nH]nc3c2C(c2ccc(C)o2)C(C#N)=C(N)O3)c1 (configuration not stated) ?
Tau fluor cs: inconclusive; L3MBTL1 inh: -6%; TexasRed fluor: -2%; Tau fibril ThT: inconclusive; Tau fibril FP: inconclusive; RECQ1 inh: -6%; HTT ATP protect: 2%; TRb-SRC2 inh: -12%

Results for Cc1[nH]c2ccccc2c1-c1nc(-c2ccc(Cl)cc2)nnc1-c1ccccc1 ?
Tau fluor cs: -2%; L3MBTL1 inh: 7%; TexasRed fluor: 0%; Tau fibril ThT: 6%; Tau fibril FP: 0%; RECQ1 inh: -9%; TRb-SRC2 inh: -3%

How did Cc1nnc(SCC(=O)NC(C)(C)C)n1CCc1ccccc1 do in these assays?
Tau fluor cs: -3%; L3MBTL1 inh: 21%[11.4 µM]; TexasRed fluor: -2%; Tau fibril ThT: -4%; Tau fibril FP: 0%; RECQ1 inh: -3%; HTT ATP protect: 23%[10 µM]; TRb-SRC2 inh: 2%

Results for C#CC(CC)(CC)NC(=O)c1c(C)noc1C ?
Tau fluor cs: 1%; L3MBTL1 inh: -10%; TexasRed fluor: 1%; Tau fibril ThT: 1%; Tau fibril FP: 0%; RECQ1 inh: -1%; HTT ATP protect: -4%; TRb-SRC2 inh: 9%

What do the screens show for `Cn1cc(S(=O)(=O)CC(=O)Nc2ccc3c(c2)OCCO3)c2ccccc21`?
Tau fluor cs: -2%; L3MBTL1 inh: -18%[11.4 µM]; TexasRed fluor: -1%; Tau fibril ThT: 2%; Tau fibril FP: 4%; RECQ1 inh: -3%; HTT ATP protect: -18%[10 µM]; TRb-SRC2 inh: 6%

How did CCOC(=O)c1cnn(-c2ccccc2)c1NC(=O)CCl do in these assays?
Tau fluor cs: -1%; L3MBTL1 inh: 26%; TexasRed fluor: -2%; Tau fibril ThT: 5%; Tau fibril FP: 1%; RECQ1 inh: -3%; HTT ATP protect: 9%[10 µM]; TRb-SRC2 inh: -4%

How did CCOC(=O)c1ccc(NC(=S)NCCCN2CCCCC2)cc1 do in these assays?
Tau fluor cs: -11%; L3MBTL1 inh: 0%; TexasRed fluor: 1%; Tau fibril ThT: -8%; Tau fibril FP: -6%; RECQ1 inh: -1%; HTT ATP protect: -11%; TRb-SRC2 inh: 6%

What do the screens show for `CC(C)NC(=S)Nc1ccc(Oc2ccccc2)cc1`?
Tau fluor cs: -27%; L3MBTL1 inh: -8%; TexasRed fluor: -1%; Tau fibril ThT: 3%; Tau fibril FP: 9%; RECQ1 inh: -7%; HTT ATP protect: -8%; TRb-SRC2 inh: 10%

How did Cc1cc(=O)[nH]c(SCC(=O)Nc2ccc(F)cc2)c1C#N do in these assays?
Tau fluor cs: -6%; TexasRed fluor: 0%; Tau fibril ThT: -9%; Tau fibril FP: -1%; RECQ1 inh: -4%; HTT ATP protect: -60%[inhibitor]; TRb-SRC2 inh: -5%

How did CC(C)(C)c1cc(NCc2ccccn2)n2ncc(-c3ccccc3)c2n1 do in these assays?
Tau fluor cs: 10µM*[quencher]; L3MBTL1 inh: -8%; TexasRed fluor: 1%; Tau fibril ThT: inconclusive; Tau fibril FP: 11%; RECQ1 inh: -17%; HTT ATP protect: -6%[10 µM]; TRb-SRC2 inh: 3%

How did COc1ccc(CN(C)C(=O)CCl)cc1 do in these assays?
Tau fluor cs: -5%; L3MBTL1 inh: 12%; TexasRed fluor: 0%; Tau fibril ThT: -11%; Tau fibril FP: 4%; RECQ1 inh: -3%; HTT ATP protect: inconclusive; TRb-SRC2 inh: 3%

How did O=C(Cc1c(F)cccc1Cl)N1CCN(C(=O)c2ccco2)CC1 do in these assays?
Tau fluor cs: 4%; TexasRed fluor: 4%; Tau fibril ThT: 2%; Tau fibril FP: 6%; RECQ1 inh: -12%; HTT ATP protect: 18%; TRb-SRC2 inh: 3%

How did c1csc(-c2nc3c4ccccc4c4ccccc4c3[nH]2)c1 do in these assays?
Tau fluor cs: 13µM*[quencher]; L3MBTL1 inh: -4%; TexasRed fluor: -12%; Tau fibril ThT: inconclusive; Tau fibril FP: inconclusive; RECQ1 inh: -16%; HTT ATP protect: -21%[10 µM]; TRb-SRC2 inh: 5%

How did Cc1nc2ncnn2c(C)c1CCC(=O)NCc1cccc(Cl)c1 do in these assays?
Tau fluor cs: 2%; TexasRed fluor: -6%; Tau fibril ThT: 4%; Tau fibril FP: 6%; TRb-SRC2 inh: -1%

What do the screens show for `COc1ccccc1NC(=O)Cn1c(SCC(=O)N(C)c2ccccc2)nc2ccccc21`?
Tau fluor cs: -9%; TexasRed fluor: -2%; Tau fibril ThT: -11%; Tau fibril FP: 5%; TRb-SRC2 inh: -4%

What do the screens show for `O=C(/C=C/c1ccccc1[N+](=O)[O-])c1ccccc1Br`?
Tau fluor cs: -20%; L3MBTL1 inh: -5%[11.4 µM]; TexasRed fluor: 0%; Tau fibril ThT: inconclusive; Tau fibril FP: 17%; RECQ1 inh: inactive; HTT ATP protect: -64%[inhibitor]; TRb-SRC2 inh: 4%

Results for CCOCCCn1c(=NC(=O)c2ccco2)c(C(=O)OCC)cc2c(=O)n3cccc(C)c3nc21 ?
Tau fluor cs: -7%; L3MBTL1 inh: 0%; TexasRed fluor: -1%; Tau fibril ThT: -11%; Tau fibril FP: 1%; RECQ1 inh: 8%; HTT ATP protect: -1%[10 µM]; TRb-SRC2 inh: 7%

What do the screens show for `O=C(Nc1cc(C(F)(F)F)ccc1Cl)C(=O)N1CCCCC1`?
Tau fluor cs: -6%; L3MBTL1 inh: 9%; TexasRed fluor: 2%; Tau fibril ThT: -1%; Tau fibril FP: -5%; RECQ1 inh: -2%; HTT ATP protect: -8%[10 µM]; TRb-SRC2 inh: 3%

What do the screens show for `Cc1sc(NC(=O)Cc2ccc3c(c2)OCO3)nc1-c1ccc2c(c1)CCN2C(=O)c1ccc(F)cc1`?
Tau fluor cs: -24%; L3MBTL1 inh: -14%; TexasRed fluor: 0%; Tau fibril ThT: -13%; Tau fibril FP: 5%; RECQ1 inh: -5%; HTT ATP protect: 15%[10 µM]; TRb-SRC2 inh: 7%

How did O=C(O)C1CCCCC1C(=O)Nc1ccc(Cl)cc1 (configuration not stated) do in these assays?
Tau fluor cs: 4%; L3MBTL1 inh: 0%; TexasRed fluor: -6%; Tau fibril ThT: 4%; Tau fibril FP: 7%; RECQ1 inh: -6%; HTT ATP protect: -3%[1.9 µM]; TRb-SRC2 inh: 4%

How did N=c1sccn1CC(=O)N1CCc2ccccc21 do in these assays?
Tau fluor cs: -6%; TexasRed fluor: 0%; Tau fibril ThT: -6%; Tau fibril FP: -4%; RECQ1 inh: -3%; HTT ATP protect: 23%[10 µM]; TRb-SRC2 inh: -3%

What do the screens show for `NC(=O)SCC(=O)Nc1ccc(Cl)c(Cl)c1`?
Tau fluor cs: inconclusive; L3MBTL1 inh: 1%; TexasRed fluor: -3%; Tau fibril ThT: inconclusive; Tau fibril FP: inconclusive; RECQ1 inh: 8%; HTT ATP protect: -2%; TRb-SRC2 inh: -5%

How did Cc1ccnc(NC(=O)C2COc3ccccc3O2)c1 (configuration not stated) do in these assays?
Tau fluor cs: -1%; L3MBTL1 inh: -14%; TexasRed fluor: 0%[53 µM]; Tau fibril ThT: -13%; Tau fibril FP: 6%; RECQ1 inh: 2%; HTT ATP protect: -15%[10 µM]; TRb-SRC2 inh: 2%[53 µM]

What do the screens show for `O=C(Nc1ccc(F)cc1F)N1CCCCC1c1cccnc1` (configuration not stated)?
Tau fluor cs: 5%; L3MBTL1 inh: 2%; TexasRed fluor: -2%; Tau fibril ThT: 6%; Tau fibril FP: -1%; RECQ1 inh: -9%; HTT ATP protect: -16%; TRb-SRC2 inh: -17%

How did CC(C)Oc1ccc(N2CC(C(=O)Nc3ccc4c(c3)OCO4)CC2=O)cc1 (configuration not stated) do in these assays?
Tau fluor cs: -9%; L3MBTL1 inh: -5%; TexasRed fluor: -1%; Tau fibril ThT: -10%; Tau fibril FP: 12%; RECQ1 inh: -8%; HTT ATP protect: 6%; TRb-SRC2 inh: -2%

What do the screens show for `O=[N+]([O-])c1ccc(-c2ccc(/C=N/c3c(-c4ccco4)nc4ccccn34)o2)cc1`?
Tau fluor cs: inconclusive; L3MBTL1 inh: -7%; TexasRed fluor: 1%; Tau fibril ThT: 2.8µM*; Tau fibril FP: 0%; RECQ1 inh: -3%; HTT ATP protect: -19%; TRb-SRC2 inh: 4%

How did Cc1cc(C(F)(F)F)nc2c(Cl)c(C(C)(C)C)nn12 do in these assays?
Tau fluor cs: -11%; L3MBTL1 inh: 4%; TexasRed fluor: -5%; Tau fibril ThT: -2%; Tau fibril FP: -4%; RECQ1 inh: inactive; HTT ATP protect: -5%[10 µM]; TRb-SRC2 inh: 2%

A portion of the library; the hit share may differ from the screen's.
